EPAC2 agonist: activates human EPAC2 exchange factor. Q8WZA2. EPAC2 activation, biochemical qHTS; response scale: 100% = 6.5 mM cAMP response. Potency, µM (top dose mostly 154 µM), for the others: at the top dose activation, most hits filed as activators. 0.079% of 360,000 active. AID 720711; note: potency is the fitted concentration of half-maximal effect; nearly all actives have a fitted effect of over 50% in size
Target sequence (Q8WZA2 whole entry, looked up): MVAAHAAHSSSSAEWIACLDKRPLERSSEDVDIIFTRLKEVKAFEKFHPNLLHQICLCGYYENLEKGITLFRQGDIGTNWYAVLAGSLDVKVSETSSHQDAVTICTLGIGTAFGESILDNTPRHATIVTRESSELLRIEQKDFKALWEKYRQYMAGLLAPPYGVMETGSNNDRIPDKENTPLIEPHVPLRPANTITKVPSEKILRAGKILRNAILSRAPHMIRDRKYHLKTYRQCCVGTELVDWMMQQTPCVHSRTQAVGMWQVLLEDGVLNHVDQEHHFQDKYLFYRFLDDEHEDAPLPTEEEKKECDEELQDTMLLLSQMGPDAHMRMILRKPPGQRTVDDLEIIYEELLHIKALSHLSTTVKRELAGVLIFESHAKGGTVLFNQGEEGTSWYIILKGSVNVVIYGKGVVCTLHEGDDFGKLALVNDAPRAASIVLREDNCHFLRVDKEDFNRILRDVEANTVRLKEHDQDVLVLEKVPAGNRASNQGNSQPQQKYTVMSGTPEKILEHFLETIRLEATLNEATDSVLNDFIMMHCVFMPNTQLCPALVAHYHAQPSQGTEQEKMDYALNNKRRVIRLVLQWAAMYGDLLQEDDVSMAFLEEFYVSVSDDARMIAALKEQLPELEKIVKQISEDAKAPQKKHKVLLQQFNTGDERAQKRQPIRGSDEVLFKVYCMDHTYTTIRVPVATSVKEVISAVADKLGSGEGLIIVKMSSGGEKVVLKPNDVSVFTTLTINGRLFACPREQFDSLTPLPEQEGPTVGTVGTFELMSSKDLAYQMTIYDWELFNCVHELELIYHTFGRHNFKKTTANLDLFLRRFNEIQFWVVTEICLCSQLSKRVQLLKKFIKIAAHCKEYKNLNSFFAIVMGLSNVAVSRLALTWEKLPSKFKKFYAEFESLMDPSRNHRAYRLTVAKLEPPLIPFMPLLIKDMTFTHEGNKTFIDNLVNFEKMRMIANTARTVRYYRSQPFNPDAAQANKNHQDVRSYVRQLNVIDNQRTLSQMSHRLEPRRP
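Each well held 100 nM EPAC2, 250 nM RAP1B-BODIPY-GDP and 50 uM GDP. Fluorescence, read at 5-min intervals to 30 min, was referenced to a 6.5 mM cAMP positive control.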
IL-2 act: activators of IL-2; 0.065% of 360,000 active; activation, % (series mostly up to about 46 µM); IL-2 activation reporter assay, cell-based qHTS; stimulated with anti-CD3/CD4/CD28 beads; in transgenic mouse T cells; in the data active = activation above about 50%; inconclusive = mostly about 30% to 49%; note: 0% is about no effect
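Unstimulated transgenic mouse T cells; 60-min compound exposure; bead-based TCR/CD4/CD28 stimulation; 18 h culture, 37 degrees C; dual fluorescence (EGFP, DsRed) plate cytometry.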
TGFb SMAD3 inh: inhibitors of TGF-b signaling; HepG2 CAGA-GFP TGF-b/SMAD3 reporter, GFP fluorescence, 18 h; TGF-beta stimulated, 500 pg/mL final; Potency, µM (titrated, usually from 46.1 µM), for the others: at the highest dose activity, negative = inhibition, hits mostly inhibitors; 1.2% of 410,000 active; note: potency is the fitted concentration of half-maximal effect; % is set by controls: 0 for no effect and ±100 for the full control effect; nearly all actives have a fitted effect of over 65% in size
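Using HEPG2 CAGA-GFP reporter cells at 1000 cells/well, we pinned test compounds, stimulated with recombinant TGF-beta (500 pg/mL final) and measured total well GFP after 18 h.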
S2 tox: cell viability loss in ATXN counter-screen; S2 cells (HEK-293 line with an ATXN2-luciferase reporter) viability, CellTiter-Fluor protease fluorescence, 24 h; 0.49% of 400,000 active; AID 651635; Potency, µM (series often up to 56.7 µM), most hits filed as cytotoxic; note: potency is the fitted concentration of half-maximal effect; nearly all actives have a fitted effect of over 40% in size
ATXN2 expr inh: ATXN2 expression inhibition. HEK-293 ATXN2-luciferase reporter, luminescence, 24 h. Potency, µM (doses to about 57 µM), inactives show at the top dose activity change, negative = inhibition, most hits filed as inhibitors. 0.72% of 360,000 active. AID 1745845; note: potency is the fitted concentration of half-maximal effect; % is set by controls: 0 for no effect and ±100 for the full control effect; nearly all actives have a fitted effect of over 55% in size
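ATXN2-luciferase reporter cells (luciferase flanked by upstream and downstream ATXN2 gene portions) were treated 24 h at 37 °C with compounds at up to 57 uM. SteadyGlo luminescence gave expression; GF-AFC fluorescence gave viability.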
A549 tox: A549 cytotoxicity, counter-screen for Nrf2 inhibitors; A549 ARE-Fluc cells, CellTiter-Fluor viability, 18-24 h; Potency, µM (doses to about 46 µM), for the others: at the top dose activity change, negative = cytotoxicity, actives largely listed as inhibitors; 0.16% of 390,000 active; AID 504648; note: potency is the fitted concentration of half-maximal effect; % is set by controls: 0 for no effect and ±100 for the full control effect
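A549 ARE_Fluc cells in 5% FBS OPTI-MEM were exposed to compounds in concentration-response for 18-24 h at 37 deg C. Viability was read by CellTiter-Fluor fluorescence (Ex 405/Em 525) after 30 min, before the luciferase read.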
HepG2 tox: HepG2 cytotoxicity, counter-screen for TGF-b inhibitors; Potency, µM (top dose mostly 46.1 µM), inactives show top-dose activity change, negative = cytotoxicity, usual class: cytotoxic; AID 588856; HepG2 CAGA-GFP viability, ATP luminescence, 18 h; 0.76% of 410,000 active; note: potency is the fitted concentration of half-maximal effect; some results filed as inactive show a strong effect at the top dose
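CellTiter-Glo luminescence gave cytotoxicity after 18 hours at 37 degrees C. The cells were HepG2 CAGA-GFP in 1% FBS DMEM, stimulated with 500 pg/mL TGF-beta after compound addition. %Activity was normalised to no-cell wells (complete cell-killing) and DMSO (no toxicity), and curves were fitted and classified.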
Nrf2 ARE act: activates Nrf2 signaling; AREc32 ARE-luciferase reporter (MCF7-derived line), luminescence, 24 h; Potency, µM (top dose mostly 46.1 µM), for inactives: at the highest dose activation, hits mostly activators; 0.31% of 410,000 active; AID 624171; note: potency is the fitted concentration of half-maximal effect; % of control where 0% means no effect; nearly all actives have a fitted effect of over 65% in size
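AREc32 cells carrying an ARE-driven firefly luciferase reporter were seeded at 1000 cells/well in OPTI-MEM with 5% FBS, then exposed to compound for 24 hr at 37 deg C. Luminescence was read with Steady-Glo after 30 min at RT.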
Nrf2 inh: Nrf2 pathway inhibition. Potency, µM (series often up to 46 µM), for the others: top-dose activity change, negative = inhibition, actives largely listed as inhibitors. A549 ARE-Fluc reporter, luciferase luminescence, 18-24 h. AID 504444. 2.1% of 360,000 active; note: potency is the fitted concentration of half-maximal effect; % is set by controls: 0 for no effect and ±100 for the full control effect; nearly all actives have a fitted effect of over 60% in size
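In this cell-based qHTS, ARE-driven firefly luciferase in A549 cells reports Nrf2 activity; the luminescent signal after BugLite lysis is the measured value, with a prior CellTiter-Fluor read for cell health.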
Numbers without * were called inactive; i = inactive; ? = inconclusive; nt = not tested or not shown; [ ] = remark or other dose. Unless noted, calls come from the whole dose curve; as a rule, active = well fitted curve in the direction sought with a large enough effect; inconclusive = small, poorly fitted or top-dose-only effect, or another doubt; inactive = no such curve, though single readings can be large; an effect the other way counts as inactive or inconclusive.

SMILES	EPAC2 agonist	IL-2 act	TGFb SMAD3 inh	S2 tox	ATXN2 expr inh	A549 tox	HepG2 tox	Nrf2 ARE act	Nrf2 inh
CCc1ccccc1NC(=O)N[C@@H](C)C(=O)OC	-10%	-0.1	7%	i	3%	11%	0%	0.0%	8%
CCOC(=O)C1=CCN(S(=O)(=O)c2ccccc2F)C1c1cccc(C)c1 (configuration not stated)	13%	-0.4	-34%	?	-19%	nt	1%	5.6%	nt
CC(=O)N1c2ccccc2C(=O)OC1c1cccnc1 (configuration not stated)	-26%	0.5	0%	i	1%	5%	-91%	-0.3%	25%
CCCCc1ccc(CC(=O)Nc2cc(S(=O)(=O)N3CCOCC3)ccc2O)cc1	-3%	0.5	?	i	nt	0%	-33%	0.1%	6%
C[C@H]1CN([C@@H](C)CO)C(=O)CCCn2nncc2CO[C@H]1CN(C)C(=O)C1CCCCC1	3%	4.5	6%	i	24%	nt	-16%	-0.3%	nt
CCOC(=O)CC(/C(C)=N\O)c1ccccc1 (configuration not stated)	-6%	0.8	0%	i	-7%	-3%	1%	0.2%	6%
Cc1ccc(/C=N/n2c(C)nnc2C)cc1	8%	0.0	-4%	i	-13%	-7%	-14%	0.5%	-6%
COCCNc1nc(Oc2ccc(C(N)=O)cc2)c2sccc2n1	13%	-0.5	2%	i	2%	nt	3%	0.6%	nt
CN(C(=O)c1ccccc1Cl)c1ccccc1C(=O)NCc1ccccc1	-3%	5.5	4%	i	3%	5%	-8%	-0.1%	-6%
Cc1ccccc1NCc1ccccc1O	10%	0.3	-21%	i	-2%	-7%	-25%	0.9%	nt
CCCCn1c(/N=C/c2ccc(N(C)C)cc2)nc2ccccc21	18%	-2.1	-15%	i	-8%	-1%	-25%	1.8%	-4%
COc1ccc(OC)c(CNC(=O)Cn2ncc3c([nH]c4ccc(C)cc43)c2=O)c1	nt	nt	10%	i	-3%	-3%	3%	0.6%	?
Cc1cccc(N2CCN(C(=O)C3CCN(S(=O)(=O)c4cccc5cccnc45)CC3)CC2C)c1 (configuration not stated)	10%	-1.3	2%	i	?	-8%	0%	-0.8%	?
COCCn1c(=O)[nH]c2cc(C(=O)Nc3cc(OC)c(OC)c(OC)c3)ccc2c1=O	5%	0.9	8%	i	2%	4%	-9%	0.0%	-22%
O=C(CSc1nnc(-c2cnccn2)n1Cc1ccco1)Nc1ccc(Br)cc1	5%	0.1	-19%	i	-10%	10%	-20%	0.7%	-20%
COc1ccc(NC(=O)CC2CCCC2)cc1S(=O)(=O)N1CCCCC1	0%	-2.6	-4%	i	8%	4%	-2%	-0.1%	7%
CC(=O)c1c(C)nn(CC(O)COc2ccc3ccccc3c2)c1C (configuration not stated)	5%	-0.5	1%	i	-22%	0%	-21%	-0.7%	-29%
Cc1[nH]n(-c2cccc(Cl)c2)c(=O)c1C=NCC(C)C	-4%	0.5	-5%	i	49%[activator]	0%	-15%	2.8%	?
COc1ccc(CN2CCNC(=O)C2CC(=O)N(C)Cc2nccs2)c(OC)c1 (configuration not stated)	10%	-4.3	-1%	i	1%	-1%	0%	0.0%	0%
Cc1cc(O)c2c(C)c(CC(=O)N3CCCCC3)c(=O)oc2c1	nt	nt	4%	i	6%	-2%	0%	0.4%	?
COC(=O)c1ccc(OCC(=O)Nc2ccccc2C(=O)NC2CC2)cc1	-7%	1.2	3%	i	nt	-4%	-3%	-0.3%	?
O=C1N[C@H](Cc2ccccc2)COC(=O)[C@H](Cc2ccc(F)cc2)C/C=C\C[C@@H]1CC(=O)N(CCO)Cc1ccccc1	2%	-0.2	?	?	?	-6%	-10%	-0.7%	-8%
CCC(C(=O)N1CCC(C(N)=O)CC1)n1nc(C)n2c(cc3occc32)c1=O (configuration not stated)	8%	1.0	-4%	i	-4%	-3%	0%	-0.2%	1%
C/C(=N\NC(=O)CSCc1ccc([N+](=O)[O-])cc1)c1ccccc1	0%	-0.4	-2%	nt	-18%	11%	32%	2.2%	?
O=C(NCCc1ccc(Cl)cc1)/C(=C/c1cccnc1)NC(=O)c1ccccc1	8%	-0.1	-13%	i	-7%	-5%	-7%	-0.3%	-10%
COC(=O)[C@@]1(Sc2ccc(C)cc2)CC(=O)N[C@@H]1c1ccccc1	7%	-0.6	nt	i	0%	nt	nt	-0.1%	nt
Clc1nc(NCc2ccco2)nc(N2CCCCC2)n1	4%	-0.9	-3%	i	-6%	3%	6%	?	-6%
O=C(/C=C/c1ccc(Br)cc1)NC1CCCCCC1	-5%	-3.3	-5%	?	-12%	-7%	-14%	2.0%	17%
COc1ccc(CNC(=O)C(C)n2nc(C)n3c(cc4occc43)c2=O)cc1 (configuration not stated)	6%	-0.4	11%	i	5%	2%	4%	-0.3%	-12%
Cc1ccc(C)c(OCCCN2CCNCC2)c1	9%	0.2	14%	i	-11%	-1%	5%	-1.0%	3%
CCO/C=C1/C(=O)N(c2ccccc2OC)C(=O)c2ccccc21	6%	0.8	3%	nt	-19%	3%	-14%	0.0%	3%
COCCNC(=O)c1onc(CSc2cccc(C)c2)c1C(=O)O	7%	-2.5	-3%	i	3%	0%	4%	0.2%	0%
C1=CCN(Cc2ccccc2)C1	8%	0.4	27%	i	-9%	-3%	0%	0.4%	-11%
COc1ccc(CCNC(=O)c2ccccc2NC(=O)C2=C(C)OCCS2)cc1OC	-1%	-1.4	1%	?	-14%	2%	12%	0.3%	-15%
Cc1cc(Nc2ccccc2F)n2nc(-c3ccccc3)nc2n1	nt	nt	?	i	14%	4%	-8%	0.8%	15%
COc1ccc(Cl)cc1NC(=O)Nc1cnccn1	1%	-1.7	6%	i	-15%	-1%	-11%	27%	-16%
CCCC(=O)Nc1ccc(-c2nc3cc(C)ccc3o2)cc1	-8%	2.0	1%	?	46%[activator]	-6%	-35%	7.3%	?
Nc1ccccc1SCc1ccccc1Cl	5%	-3.3	15%	i	10%	-3%	-3%	5.1%	25%
CC(=O)NCC1CCCN(Cc2cn(-c3ccccc3F)nc2-c2cc(C)sc2C)C1 (configuration not stated)	-5%	-2.7	5%	?	2%	-14%	-1%	1.1%	-3%
C[C@@H]1CCC[C@]2(O[C@H](CCO)C[C@@H](O)[C@@H]2O)O1	6%	-2.2	8%	i	9%	1%	-3%	0.1%	?

Single records, as listed above:
C[C@@H]1CCC[C@]2(O[C@H](CCO)C[C@@H](O)[C@@H]2O)O1 is entered as EPAC2 agonist: 6%; IL-2 act: -2.2; TGFb SMAD3 inh: 8%; S2 tox: i; ATXN2 expr inh: 9%; A549 tox: 1%; HepG2 tox: -3%; Nrf2 ARE act: 0.1%; Nrf2 inh: ?
COC(=O)[C@@]1(Sc2ccc(C)cc2)CC(=O)N[C@@H]1c1ccccc1 is entered as EPAC2 agonist: 7%; IL-2 act: -0.6; TGFb SMAD3 inh: nt; S2 tox: i; ATXN2 expr inh: 0%; A549 tox: nt; HepG2 tox: nt; Nrf2 ARE act: -0.1%; Nrf2 inh: nt

Results in HepG2 tox and S2 tox, for 2 of the compounds above:
molecule	HepG2 tox	S2 tox
COc1ccc(OC)c(CNC(=O)Cn2ncc3c([nH]c4ccc(C)cc43)c2=O)c1	3%	i
Cc1cccc(N2CCN(C(=O)C3CCN(S(=O)(=O)c4cccc5cccnc45)CC3)CC2C)c1 (configuration not stated)	0%	i

Next section.
SMILES	EPAC2 agonist	IL-2 act	TGFb SMAD3 inh	S2 tox	ATXN2 expr inh	A549 tox	HepG2 tox	Nrf2 ARE act	Nrf2 inh
Cc1nc(CC(=O)Nc2nc(C(C)(C)C)cs2)cs1	10%	-1.7	7%	i	6%	3%	-22%	2.6%	6%
O=C(Nc1ccccc1Oc1ccccc1)C1CC1	11%	-0.3	-22%	i	4%	0%	1%	0.0%	4%
CCOC(=O)C(C)/C(C)=N\Nc1ccc([N+](=O)[O-])cc1[N+](=O)[O-] (configuration not stated)	10%	-1.4	5%	i	-4%	?	-10%	4.3%	-29%
CC(=O)N1CCn2c3ccc(C)cc3c3cccc1c32	-1%	-0.1	-9%	i	55%[activator]	-1%	-5%	6.7%	21%
O=c1c2ccccc2[nH]c(=S)n1Cc1ccc2c(c1)OCO2	-6%	0.0	4%	nt	-18%	-10%	-3%	-0.3%	7%
CCCC1CC(=O)NC1(C(=O)OCC)C(=O)OCC (configuration not stated)	-1%	-0.5	-3%	i	-3%	1%	-6%	-0.5%	5%
CC(NC(=O)C1CCN(c2nnc(-n3cccc3)s2)CC1)C12CC3CC(CC(C3)C1)C2 (configuration not stated)	-3%	0.8	-8%	i	4%	-3%	-39%	-0.7%	5%
Cc1cc(C)nc(-n2nc(C)c(C3(O)C(=O)Nc4ccc(F)cc43)c2N)n1 (configuration not stated)	3%	-0.5	14%	i	-4%	8%	5%	3.9%	nt
Cc1cccc(NS(=O)(=O)c2ccc(NC(=O)N3CCCCC3)cc2)c1	0%	-3.4	-5%	i	-6%	-19%	0%	-0.6%	18µM*
Cc1ccc(CNS(=O)(=O)c2ccc3c(c2)NC(=O)CO3)cc1	-5%	-3.3	-19%	i	-30%	5%	0%	4.2%	?

Source: PubChem BioAssay (National Center for Advancing Translational Sciences (NCATS))
